SRC1 inh: SRC1 coactivator transcriptional activity inhibitors, primary screen, cell-based, luminescence; 360,000 tested, 0.12% active; HEK293 GAL4-SRC1 luciferase reporter; inhibition, % at 3.6 µM; AID 588354, 2011;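 active = inhibition above the campaign mean plus 3 SD, with each screening campaign given its own cutoff, cut at about 60% in these data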;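 also: 0% = DMSO treated cells and 100% = gossypol at 36 µM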
TWEAK Fn14 block: inhibitors of TWEAK-Fn14 signaling, primary screen, luciferase reporter cells, uHTS; TWEAK-stimulated Fn14 reporter cells, luciferase luminescence, 8 h; inhibition, % at 10 µM; 360,000 tested, 2% active; AID 1159606, 2016; in the data active = inhibition above about 50%
TROY NFkB inh: inhibitors of TROY-driven NF-kB signaling, primary screen, Q293 LMP1-TROYcd cells, NF-kB luciferase, uHTS. Q293 LMP1-TROYcd NF-kB luciferase reporter, 4 h. inhibition, % at 10 µM. 360,000 tested, 0.98% active. AID 1347056, 2019;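 active = compounds whose plate-normalised and pattern-corrected inhibition of the luciferase reporter signal at the single screening dose is 50% or more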
KKLEB cytotox: cytotoxicity in KKLEB CF airway cells, primary screen, cytotoxicity control for CF NF-kB inhibitor project, cell-based, uHTS, fluorescence assay plates; activity change (cytotoxicity), % at 5 µM; KKLEB CF airway cells viability, ATPlite luminescence, overnight; hits give low values; cells stimulated with P. aeruginosa culture filtrate; 360,000 tested, 0.36% active;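 active = corrected activity change at or below -50% at 5 µM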
TRAIL sens C8: viability loss with TRAIL in NB7+C8 cells, primary screen, TRAIL sensitizer project, cell-based, ATPlite luminescence | inhibition (viability loss, TRAIL sensitization), % at 10 µM | 360,000 tested, 1% active | AID 624354, 2012;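 active = compounds causing at least 50% loss of cell viability in the single-dose screen, relative to plate controls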
NR5A2 inv ag: LRH-1 (NR5A2) inverse agonists, primary screen, cell-based, luminescence, HEK293T, StAR-luciferase reporter | LRH-1 transfected, 24 h | inhibition, % at 3.6 µM | 360,000 tested, 0.13% active;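 active = inhibition above the mean inhibition of all tested compounds plus 3 SD, cut at about 73% in these data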;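 also: 0% = DMSO wells and 100% = reporter-only cells lacking LRH-1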
Target sequence (O00482 whole entry, looked up): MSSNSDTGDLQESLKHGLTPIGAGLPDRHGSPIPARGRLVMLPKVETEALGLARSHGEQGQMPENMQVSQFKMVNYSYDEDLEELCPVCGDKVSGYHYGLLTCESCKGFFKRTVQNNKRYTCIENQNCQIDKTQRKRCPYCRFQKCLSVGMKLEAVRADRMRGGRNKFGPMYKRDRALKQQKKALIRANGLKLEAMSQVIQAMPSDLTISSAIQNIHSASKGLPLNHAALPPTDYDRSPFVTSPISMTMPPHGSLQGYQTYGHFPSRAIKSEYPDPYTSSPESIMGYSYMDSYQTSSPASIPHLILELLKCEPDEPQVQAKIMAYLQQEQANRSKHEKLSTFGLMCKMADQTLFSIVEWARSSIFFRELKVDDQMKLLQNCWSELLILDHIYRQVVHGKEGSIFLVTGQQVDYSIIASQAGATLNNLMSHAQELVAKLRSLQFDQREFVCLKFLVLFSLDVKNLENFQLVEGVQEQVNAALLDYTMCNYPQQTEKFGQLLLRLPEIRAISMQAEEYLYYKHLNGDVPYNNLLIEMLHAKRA
SRC2 inh: inhibition of GAL4-SRC2 driven luciferase reporter, primary screen, SRC2 inhibitor project, cell-based, luminescence. Nuclear receptor coactivator 2 (Homo sapiens), Q15596. HEK293 GAL4-SRC2 luciferase reporter. inhibition, % at 9 µM. 370,000 tested, 0.17% active;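 active = inhibition above the mean inhibition of all tested compounds plus 3 SD, set per campaign, cut at about 52% in these data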;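 also: 0% = DMSO treated cells and 100% = cells given Gossypol at 36 µM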
LMP1 NFkB inh: EBV LMP1-driven NF-kappaB luciferase reporter inhibitors, primary screen, cell-based, luminescence, single point. LMP1-induced NF-kappaB luciferase reporter cells. inhibition, % at 12.5 µM. 350,000 tested, 0.69% active. AID 504558, 2011; in the data active = inhibition above about 41%;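 also: 0% = neutral control wells and 100% = reference inhibitor control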
COUP-TFII inh: NR2F2 transcriptional activity inhibitors, primary screen, cell-based, luciferase reporter, HEK293T, luminescence; COUP transcription factor 2 (Homo sapiens), P24468; HEK293T NGFI-A luciferase reporter; 370,000 tested, 0.7% active; inhibition, % at 8.6 µM;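 active = inhibition above a per-plate cutoff, mean inhibition of test wells between control levels plus 3 SD, cut at about 38% in these data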;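 also: cells cotransfected with COUP-TFII expression vector driving the NGFI-A reporter; 0% = median of COUP-TF2 test wells and 100% = reporter-only cells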
Target sequence (P24468 whole entry, looked up): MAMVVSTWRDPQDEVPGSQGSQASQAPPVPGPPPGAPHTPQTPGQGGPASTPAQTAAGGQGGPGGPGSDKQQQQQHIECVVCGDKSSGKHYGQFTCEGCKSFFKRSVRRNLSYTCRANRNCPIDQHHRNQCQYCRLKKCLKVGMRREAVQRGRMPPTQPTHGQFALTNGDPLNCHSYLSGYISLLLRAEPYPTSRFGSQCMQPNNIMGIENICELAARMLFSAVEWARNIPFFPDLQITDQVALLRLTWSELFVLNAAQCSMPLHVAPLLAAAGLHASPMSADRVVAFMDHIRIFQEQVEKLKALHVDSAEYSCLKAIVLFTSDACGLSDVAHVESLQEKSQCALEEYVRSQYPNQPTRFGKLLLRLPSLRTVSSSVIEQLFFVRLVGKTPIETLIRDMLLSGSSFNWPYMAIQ
CF NFkB inh: inhibitors of PAF-induced NF-kB signaling, primary screen, cell-based, GFP fluorescence, uHTS. KKLEB NF-kB-GFP reporter, GFP fluorescence overnight. inhibition, % at 5 µM. 360,000 tested, 0.86% active. AID 588850, 2011;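 active = at least 50% inhibition at 5 µM, scaled per plate between neutral and stimulator controls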;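 also: PAF is a Pseudomonas aeruginosa culture filtrate used as stimulus; plate controls were PAF-stimulated DMSO wells for no effect and unstimulated DMSO wells for full effect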
SRC3 inh: SRC3 coactivator transcriptional activity inhibitors, primary screen, cell-based, luminescence; HEK293 GAL4-SRC3 luciferase reporter; Nuclear receptor coactivator 3 (Homo sapiens), Q9Y6Q9; 360,000 tested, 0.17% active; inhibition, % at 3.6 µM; AID 588352, 2011;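 active = inhibition above a per-campaign cutoff, the mean of all compounds plus 3 SD, cut at about 60% in these data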;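 also: 0% = DMSO-treated cells and 100% = gossypol-treated cells at 36 µM; higher means less SRC3-driven luciferase light from the GAL4 reporter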
Starred values were filed as active, the others as inactive; nt = no result given; & = joins results of further samples. Compounds as they come (roughly 4.2% active in at least one column).

SMILES	SRC1 inh	TWEAK Fn14 block	TROY NFkB inh	KKLEB cytotox	TRAIL sens C8	NR5A2 inv ag	SRC2 inh	LMP1 NFkB inh	COUP-TFII inh	CF NFkB inh	SRC3 inh
CCN1C[C@@H]2[C@@H]3C(=O)N(Cc4ccccc4)C(=O)[C@@H]3[C@](C)(C1=O)N2C(=O)c1ccccc1	-2.1	9.4	-10.6	-11.8	9.3	-23.7	-2.7	-8.5	7.0	-10.7	-42.6
CC(=O)N(C)Cc1ccc(C(=O)CCl)cc1	-8.0	1.3	1.6	-8.9	8.7	27.8	2.0	-4.9	-2.9	-3.9	0.7
CCOC(=O)CSc1n[nH]c(NC(C)=O)n1	-3.7	2.1	8.9	-11.5	-0.4	2.4	-21.1	-4.4	5.2	3.1	8.8
O=C(CN1C(=O)C2CC=CCC2C1=O)Nc1ccc(S(=O)(=O)N2CCOCC2)cc1 (stereo not drawn)	9.2	-2.7	-0.6	-9.0	8.6	4.7	-11.0	2.5	15.9	9.0	2.9
CC(C)C[C@@H](CN=[N+]=[N-])N1CCN(C)CCC1=O	-17.0	-0.8	-3.1	-6.4	-10.6	5.2	-6.8	0.2	4.6	7.9	1.9
CC(=O)Nc1ccc(NC(=O)CN(c2ccccc2Cl)S(C)(=O)=O)cc1	2.0	9.2	10.3	4.3	3.5	-21.7	-8.6	0.4	-5.8	6.4	5.0
O=C(NCC(=O)N1CCCC1)c1ccc(Br)o1	-25.2	4.5	2.6	-2.3	11.9	7.9	-14.9	-8.3	-25.4	1.0	-10.4
COc1cc(OC)cc(C(=O)NCC(=O)NC(C)c2ccccc2)c1 (stereo not drawn)	4.5	18.2	9.6	-1.4	-0.6	4.3	-8.3	-5.7	8.4	24.7	10.8
CCCn1c(SCC(=O)Nc2sc(C)c(C)c2C#N)nnc1C(C)C	-0.3	-14.9	-8.2	7.5	9.3	-16.0	-20.1	1.7	14.4	-2.0	5.8
CC(C)C(=O)N(Cc1ccc(F)cc1)Cc1nc2ccccc2c(=O)[nH]1	-18.6	-8.6	18.1	-6.9	4.2	-4.8	12.2	-8.4	0.4	9.8	-0.2
O=C1CCCC(c2ccccc2)N1 (stereo not drawn)	-7.5	-6.9	0.6	1.5	-2.1	-18.9	2.7	2.8	-8.0	3.1	-0.3
Cc1cnc(C=NNC(N)=S)c2cccc(N)c12	-4.0	38.1	11.7	-5.0	38.2	0.6	-3.2	12.1	-7.4	3.8	-4.6
Cc1ccc(-c2noc(CSc3nnc(-c4ccncc4)n3-c3ccc(C)cc3)n2)cc1	-1.4	-0.1	-4.2	-7.9	7.4	-1.2	6.7	4.0	-0.8	10.6	-11.6
CC(C)n1c(SCC(=O)Nc2ccc3c(c2)OCO3)nc2c1c(=O)n(C)c(=O)n2C	7.9	8.5	16.5	0.2	11.4	30.4	-10.9	3.1	-4.2	6.0	2.7
CNC(=O)CCC(=O)Nc1ccc(C)cc1	4.3	-3.4	-4.7	9.9	14.8	10.8	-5.1	-4.6	14.8	8.1	8.2
OC(c1ccc(F)c(F)c1)c1nc(-c2ccc3ccccc3c2)cs1 (stereo not drawn)	-14.8	1.3	-51.1	-5.4	-16.3	-88.0	-50.4	nt	-13.1	8.3	-39.4
CCCc1ccc(C(O)c2ncc(-c3cccc(OC)c3)[nH]2)cc1 (stereo not drawn)	2.2	16.4	-6.1	4.8	7.9	5.7	-2.3	nt	-5.4	3.2	-10.8
Cc1cc(/C=C2\SC(=S)NC2=O)c(C)n1-c1cccc(O)c1	-83.7	-12.8	-39.0	4.6	16.3	-75.8	-70.5	-26.5	-25.3	-23.5	-33.9
COc1ccc(NC(=O)N2CCn3c2nc2ccccc23)cc1	0.0	11.2	-3.1	7.8	-10.6	-18.3	-7.8	-10.0	-6.9	-5.2	-10.1
O=C(N/N=C/c1cccc2nccnc12)c1ccncc1	-1.5	17.2	-2.5	-8.7	1.3	2.7	-7.1	nt	12.5	-9.0	20.5
O=C1c2cccnc2C(Nc2ccc(Br)cc2)N1Cc1cccs1 (stereo not drawn)	13.8	-14.8	7.2	3.2	-3.6	18.2	-7.7	-20.9	20.1	6.6	-7.9
COc1ccc(C(=O)N/C(=C\c2ccco2)C(=O)NCc2cccnc2)cc1	11.1	4.5	-15.7	-5.6	17.1	0.0	nt	-5.9	nt	1.1	6.1
O=C(OCc1cc(Cl)cc2c1OCOC2)c1cccnc1Cl	-4.7	-10.8	-42.9	-13.0	-6.0	-12.0	3.2	4.6	-1.6	3.8	8.2
CC(C)(C)n1nc2c(c1NC(=O)c1ccc(F)c(F)c1)CS(=O)(=O)C2	-43.2	-5.5	6.8	2.8	-3.9	14.3	-18.4	2.2	-8.3	-14.7	2.4
O=C(O)Cn1c(O)c(C=Nc2ccccc2)sc1=S	-4.4&-4.1	2.6&4.2	17.5&-17.2	5.5&-27.1	16.4&-29.0	-11.2&-3.3	-28.5&6.4	1.4&-11.8	1.8&4.2	-8.2&1.0	-5.4&-3.6
Fc1ccc2cc(-c3cccnc3)ncc2c1	-27.1	-28.9	-59.6	7.5	13.9	-66.7	-25.8	-5.8	-19.1	-26.4	-46.6
S=C(Nc1ccc(Cl)cc1)NC1CCCCC1	-14.3	-19.8	-35.7	4.4	-5.0	-31.9	-12.1	-8.0	3.3	7.9	-14.1
CSc1ccc(N=Nc2c(C)[nH]n(C)c2=O)cc1	-20.4	7.1	-43.1	-5.1	7.5	26.6	-23.8	-0.7	-10.6	-11.9	0.2
O=C(Cc1ccccc1)NCc1nc2ccccc2[nH]1	-5.1	-5.8	-14.8	-6.6	-8.4	-1.3	10.5	-8.9	-19.6	6.1	19.2
Cn1nnnc1SCC(=O)N1CCN(S(=O)(=O)c2ccccc2)CC1	-13.5	-7.3	-3.0	2.1	3.2	4.7	-9.6	-4.5	7.8	15.2	1.4
COc1ccc([C@H]2N[C@]3(CCCN(Cc4ccc(Cl)cc4)C3=O)[C@H]3C(=O)N(Cc4ccccc4)C(=O)[C@@H]23)cc1	-24.6	16.6	-5.6	-8.6	-4.3	1.3	2.2	2.1	-0.3	-13.0	9.1
CCc1c(C)nc(SC)n(CC#N)c1=O	-27.3	-5.8	0.0	2.5	-11.5	10.3	2.0	5.8	-3.3	-0.9	-7.8
C=CCOc1ccc(/C=C2\SC(N3CCCCC3)=NC2=O)cc1	-20.7	-44.8	-70.4	-10.7	0.7	16.9	-27.8	-5.5	-3.4	3.3	-0.8
COCCN(CC(=O)Nc1ccc(F)cc1)S(=O)(=O)c1ccc(S(=O)(=O)N2CCCC2)cc1	-17.3	-15.2	6.8	-16.7	-5.6	-2.4	-22.9	-6.5	-7.4	9.2	-9.4
O=C(NCCOc1ccccc1)c1ccc2n[nH]nc2c1	-57.5	9.0	-46.9	-3.5	-15.7	-42.9	-25.1	-2.8	-19.3	18.3	-19.0
CCOC(=O)[C@]12CCCC=C1N(Cc1ccco1)C(=O)[C@H](CC(=O)NCCc1ccccc1OC)C2	nt	15.3	-1.7	nt	9.5	-41.0	-14.9	nt	-5.9	nt	nt
CCCCn1c(C(C)NC(=O)c2cccs2)nc2ccccc21 (stereo not drawn)	6.0	12.2	2.4	5.2	0.0	1.7	9.1	1.3	15.8	-7.6	5.9
Cc1cc(C)c(OCC(=O)OCC(=O)N2CCCc3ccccc32)c(C)c1	0.3	-11.7	-36.0	-8.8	-1.0	-4.8	-22.9	-3.8	1.0	-5.5	0.0
CC(=O)Nc1ccc(C(=O)NNC(=O)c2ccc(Cl)cc2Cl)cc1	7.8	10.3	-3.5	10.1	-9.8	7.6	4.5	2.1	-19.1	3.7	-1.0
COc1cc(C(=O)NN=Cc2ccc(N(C)C)cc2)cc(OC)c1OC	-35.8	-13.1	16.4	-28.9	-19.4	48.5	-8.1	9.2	-83.8	43.7	11.8
CN(c1ccccc1)S(=O)(=O)c1cccc(NC(=O)CSc2nncn2C)c1	-0.3	-5.6	-10.7	4.1	4.3	3.3	-8.8	2.0	10.1	-18.2	14.3
Cc1cnc2c(c1)C(=O)c1ccccc1-2	-4.2	12.7	10.3	-1.3	11.4	-5.4	-36.9	-3.3	-31.9	7.4	-11.5
COc1ccccc1CNC(=O)COC(=O)c1ccc(Cl)c(N)c1	-2.3	-0.6	-8.2	-10.4	-5.9	-9.6	3.3	11.7	10.5	6.7	17.6
FC(F)Oc1ccc(NC(=S)NNc2ccnc3cc(Cl)ccc23)cc1	-9.3	-3.3	-28.6	3.5	36.0	13.1	-13.5	9.1	16.1	-16.2	1.9
O=C(COc1ccc2c(c1)OCO2)Nc1ccccc1F	-172.5	-13.2	-47.7	0.0	9.6	-158.8	-35.4	1.7	-36.1	-4.0	-77.2
COc1ccc(CNC(=S)Nc2ccccc2)cc1	-2.7	4.7	-23.9	9.6	-1.3	1.4	-0.5	4.4	14.8	-16.5	-27.4
c1cc(N2CCOCC2)ccc1-c1ccc2nncn2c1	5.2	89.9*	86.4*	-2.3	-2.4	2.3	14.0	nt	9.8	-5.9	-3.9
CC1CCCCN1Cc1ccc(-c2nnn(CC(=O)NC3CCCCC3)n2)cc1 (stereo not drawn)	1.8	-6.7	0.7	-12.9	-2.6	7.0	-5.4	-2.1	5.0	9.9	9.0

A portion from the list above, as a working copy:
SMILES	SRC1 inh	TWEAK Fn14 block	TROY NFkB inh	KKLEB cytotox	TRAIL sens C8	NR5A2 inv ag	SRC2 inh	LMP1 NFkB inh	COUP-TFII inh	CF NFkB inh	SRC3 inh
c1cc(N2CCOCC2)ccc1-c1ccc2nncn2c1	5.2	89.9*	86.4*	-2.3	-2.4	2.3	14.0	nt	9.8	-5.9	-3.9
CC1CCCCN1Cc1ccc(-c2nnn(CC(=O)NC3CCCCC3)n2)cc1 (stereo not drawn)	1.8	-6.7	0.7	-12.9	-2.6	7.0	-5.4	-2.1	5.0	9.9	9.0

Later entries.
SMILES	SRC1 inh	TWEAK Fn14 block	TROY NFkB inh	KKLEB cytotox	TRAIL sens C8	NR5A2 inv ag	SRC2 inh	LMP1 NFkB inh	COUP-TFII inh	CF NFkB inh	SRC3 inh
COc1ccc(C(=O)NCc2ccco2)cc1S(=O)(=O)N1CCOCC1	5.3	9.6	-1.3	-4.3	-20.6	-0.4	-14.9	-4.7	8.6	-7.1	10.5
COC(=O)C1=C(C)NC2=C(C(=O)CC(c3cccs3)C2)C1c1ccsc1 (stereo not drawn)	-4.3	29.2	-0.9	4.3	0.2	0.4	22.4	4.1	25.9	27.9	2.7
COc1ccc([N+](=O)[O-])cc1NS(=O)(=O)c1cc(C(=O)NCc2cccnc2)ccc1Cl	-0.3	0.4	-9.9	1.9	-22.2	-5.0	14.7	-8.1	-4.1	-21.5	-9.2
CCCC(=O)Nc1ccc(C(=O)NCCc2ccc(F)cc2)cc1	-15.0	-5.0	-38.6	5.2	-11.8	-32.7	-17.8	0.9	-8.3	-11.3	7.1
